Screens (PubChem BioAssay)
E coli Lon inh – inhibitors of E. coli Lon protease, primary screen, biochemical, fluorescence polarization; inhibition, % at 7.94 µM; purified E. coli Lon protease; actives 0.42% (n = 360,000); P0A9M0; in the data active = inhibition above about 13%, passing the limit was not always enough;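 note: 0% = enzyme with probe and DMSO and 100% = no enzyme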
Target sequence (P0A9M0 whole entry, looked up): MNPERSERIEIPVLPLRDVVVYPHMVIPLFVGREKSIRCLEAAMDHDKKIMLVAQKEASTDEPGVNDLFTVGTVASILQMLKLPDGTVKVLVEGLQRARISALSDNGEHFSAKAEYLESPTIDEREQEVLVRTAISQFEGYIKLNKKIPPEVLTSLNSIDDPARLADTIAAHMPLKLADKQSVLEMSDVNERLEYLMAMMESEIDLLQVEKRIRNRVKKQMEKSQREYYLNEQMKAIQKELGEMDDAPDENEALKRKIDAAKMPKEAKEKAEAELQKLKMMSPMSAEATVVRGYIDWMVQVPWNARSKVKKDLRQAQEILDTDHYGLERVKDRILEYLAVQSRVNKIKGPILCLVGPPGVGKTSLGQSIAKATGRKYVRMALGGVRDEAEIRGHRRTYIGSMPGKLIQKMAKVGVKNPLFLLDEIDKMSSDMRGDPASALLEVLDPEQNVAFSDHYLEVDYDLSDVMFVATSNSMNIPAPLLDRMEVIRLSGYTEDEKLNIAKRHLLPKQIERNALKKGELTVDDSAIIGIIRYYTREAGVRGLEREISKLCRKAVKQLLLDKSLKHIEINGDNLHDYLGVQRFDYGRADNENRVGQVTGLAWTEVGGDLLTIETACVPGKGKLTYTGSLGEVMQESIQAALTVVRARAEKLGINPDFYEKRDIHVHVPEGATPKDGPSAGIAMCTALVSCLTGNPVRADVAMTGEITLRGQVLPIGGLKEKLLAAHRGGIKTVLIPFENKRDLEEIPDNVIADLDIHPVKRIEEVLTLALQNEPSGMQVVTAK
Neddylation inh – inhibitors of cullin neddylation, primary screen, biochemical, TR-FRET, uHTS, NAE and Ubc12 | NEDD8-conjugating enzyme Ubc12 (Homo sapiens) + NEDD8-activating enzyme E1 regulatory … | calls only at 25 µM | actives 0.58% (n = 360,000); in the data active = inhibition above about 36%
SKN-1 block – suppressors of acrylamide-induced Pgst-4::GFP reporter in worms, primary screen, SKN-1 inhibitor project, whole organism, uHTS, GFP/RFP fluorescence ratio, strain VP596. inhibition, % at 21.8 µM. actives 0.49% (n = 360,000). C. elegans VP596 Pgst-4::GFP/RFP ratio, 24 h;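 active = interference check ratio from 0.5 to 1.5 plus GFP to RFP signal ratio inhibition reaching or exceeding a fixed threshold, cut at about 30% in these data, passing the limit was not always enough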; note: some compounds called inactive have numbers as strong as hits
bovine MsrA act – bovine MsrA enzyme activators, primary screen, biochemical, absorbance, HTS. Methionine sulfoxide reductase A (Bos taurus). purified bovine MsrA, absorbance read-out. activation, % at 10.6 µM. actives 0.3% (n = 360,000). AID 602163, 2012; in the data active = activation above about 7.5%;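 note: 0% = vehicle and 100% = reference activator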
MsrA inh – bovine MsrA enzyme inhibitors, primary screen, biochemical, absorbance, HTS; Methionine sulfoxide reductase A (Bos taurus); actives 0.75% (n = 360,000); AID 651718, 2012; purified bovine MsrA, absorbance read-out; inhibition, % at 15.5 µM; in the data active = inhibition above about 4.5%;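 note: 0% = vehicle wells with enzyme and 100% = reference inhibitor wells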
MT1-MMP act inh – blockers of MT1-MMP proenzyme processing, primary screen, HT1080 RFP-PRO-GFP cells, GFP/RFP fluorescence; Matrix metalloproteinase-14 (Homo sapiens), P50281; GFP/RFP ratio fluorescence, overnight; percent of plate control window, DMSO zero; GFP/RFP ratio change, % at 20 µM; actives 0.061% (n = 360,000);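 active = GFP/RFP ratio change of at least 30% with cell ATP level not reduced by more than half and red fluorescence within 50% of control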; note: strong numbers were not always called active
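system = RFP-PRO-GFP reporter HT1080 cells | dosing = 20 µM single dose, 1% DMSO | timing = overnight cell settling, then overnight compound exposure, 37 °C, 5% CO2 | read-out basis = GFP/RFP fluorescence ratio | controls = DMSO and RFP-L50D-GFP cell wells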
CendR NRP1 mod – modulators of CendR peptide binding to NRP-1, primary screen, biochemical, fluorescence polarization, uHTS; Neuropilin-1 (Homo sapiens), O14786; FAM-RPARPAR peptide binding to NRP-1; inhibition, % at 25 µM; actives 0.85% (n = 360,000);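 active = inhibition or corrected inhibition above about 18%, plus a signal ratio from 0.5 to 1.5, limit read from the data, passing the limit was not always enough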; note: strong numbers were not always called active
FAS TE block – FAS thioesterase domain inhibitors, primary screen, biochemical, fluorescence intensity, uHTS; AID 602261, 2012; recombinant FAS-TE, OMFH fluorogenic substrate, fluorescence endpoint; inhibition, % at 15 µM; Fatty acid synthase (Homo sapiens), P49327; actives 0.67% (n = 360,000);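 active = compounds whose normalised, plate-corrected inhibition of enzyme fluorescence in the single-dose primary screen is 50% or more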;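 note: 0% = DMSO with enzyme and 100% = substrate without enzyme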
Rin1 Abl inh – inhibitors of Rin1-Abl protein binding, primary screen, biochemical, TR-FRET | actives 0.4% (n = 360,000) | inhibition, % at 7.35 µM | AID 588664, 2011 | Tyrosine-protein kinase ABL1 (Homo sapiens) + Ras and Rab interactor 1 (Homo sapiens), …; in the data active = inhibition above about 5%, passing the limit was not always enough
Starred values were filed as active, the others as inactive; i = inactive. This is a random part of the collection. About 4.2% of those tested had a hit in this group.

No.	Compound	E coli Lon inh	Neddylation inh	SKN-1 block	bovine MsrA act	MsrA inh
1	CC(NC(=O)c1ccc(OC2CCN(C(=O)c3cccnc3)CC2)cc1)C1CC1 (stereo not drawn)	-11	i	3	-4	-1.1
2	Cc1ccc(CN2C(=O)C[C@@H](NC(=O)OCC3c4ccccc4-c4ccccc43)C/C=C\C2c2ccc(C)cc2)cc1 (stereo partly drawn)	0	i	9	-1	1.0
3	Cc1ccc(CNC(=O)C2CCN(S(=O)(=O)c3c(C)noc3/C=C/c3ccco3)CC2)cc1	-17	i	14	-4	2.3
4	CCOc1ccc(S(=O)(=O)N2CCCC(C(=O)NC3CCCC3)C2)cc1 (stereo not drawn)	-3	i	-5	-3	0.5
5	CS(=O)(=O)c1ccc2nc(NC(=O)c3cccc([N+](=O)[O-])c3)sc2c1	0	i	6	-12	4.3
6	NC(=O)NCCC1=CCCCC1	1	i	0	-3	-0.3
7	O=C(NCc1cccc(C(F)(F)F)c1)c1csc([C@@H]2O[C@H](CO)[C@H](O)[C@H](O)[C@H]2O)n1	1	i	-2	-3	1.3
8	Cc1cc(NC(=O)Nc2ccc(C)c(C)c2)no1	-6	i	9	-1	0.1
9	Cc1ccc2nc(C)c(Cl)c(=O)n2c1	2	i	0	-4	3.2
10	O=C(O)CCCNc1ccc(S(=O)(=O)Nc2ccccc2C(=O)O)cc1C(=O)O	1	i	9	-7	0.2
11	Cc1sc2ncnc(OCC(=O)N3CCN(C(=O)c4ccco4)CC3)c2c1C	-12	i	-2	-13	0.4
12	O=C(O)[C@@H]1[C@@H]2C[C@@H]2CN1c1ncccc1[N+](=O)[O-]	7	i	11	-2	0.5

No.	MT1-MMP act inh	CendR NRP1 mod	FAS TE block	Rin1 Abl inh
1	0	20	-3	2
2	-8	-5	19	0
3	-8	-36	11	4
4	-2	11	2	-4
5	-3	3	2	0
6	2	11	-3	1
7	2	-2	-9	-2
8	2	4	-2	4
9	0	0	-7	-3
10	1	-52	-10	2
11	-3	-2	-9	5
12	3	13	-4	5

Further structures:
No.	Compound	E coli Lon inh	Neddylation inh	SKN-1 block	bovine MsrA act	MsrA inh
13	Cn1c(=O)c(=O)n(C)c2cc(N3CCCCC3)c(NS(=O)(=O)c3ccc([N+](=O)[O-])cc3)cc21	-7	i	6	-2	4.8*
14	CC(=O)Nc1ccc(NC(=O)C(C)Sc2n[nH]c(-c3ccc(C)cc3)n2)cc1 (stereo not drawn)	-13	i	-7	-1	-0.2
15	O=C(NCCCn1ccnc1)c1cn(Cc2ccc(F)cc2)nn1	7	i	21	-2	0.7
16	O=C(OCCNC(=O)c1ccc2ccccc2n1)c1cccnc1	-10	i	-3	-1	0.6
17	O=C1CC(Sc2ccc(Cl)cc2)C(=O)N1Cc1ccncc1 (stereo not drawn)	-16	i	-2	-1	2.4
18	CCN(CC)S(=O)(=O)c1cccc(C(=O)Nc2cccnc2)c1	-4	i	-13	-3	-0.8
19	CCOc1ccc(CCNC(=O)CCC(=O)c2cccs2)cc1OCC	-4	i	-19	-3	0.8
20	Cc1[nH]c(=S)c(C#N)c(-c2ccco2)c1C(=O)N(C)C	11	i	8	-1	0.5
21	COc1ccccc1-c1nnc(SCC(=O)NC2CCCCC2)o1	-4	i	-11	-8	-0.1
22	CN1CCN(C(=S)c2ccc(Cl)cc2)CC1	-15	i	5	0	-1.3
23	COc1cccc(NC(=O)CN(C)CC(=O)c2c(N)n(Cc3ccccc3)c(=O)n(C)c2=O)c1	-2	i	15	-2	0.0
24	Cn1cnnc1SCC(=O)Nc1cccc(C(=O)O)c1	-3	i	2	-2	-0.3

No.	MT1-MMP act inh	CendR NRP1 mod	FAS TE block	Rin1 Abl inh
13	1	10	0	-2
14	1	10	-5	5
15	-1	-2	-3	-1
16	10	-12	-6	-1
17	-4	7	-2	0
18	4	12	-7	3
19	0	5	-9	2
20	-3	-22	-11	4
21	6	-12	-6	1
22	3	4	-3	-3
23	4	-4	-7	3
24	-5	2	-4	-2

Reprinted at random: three entries already listed, in no set order.
No.	Compound	E coli Lon inh	Neddylation inh	SKN-1 block	bovine MsrA act	MsrA inh
15	O=C(NCCCn1ccnc1)c1cn(Cc2ccc(F)cc2)nn1	7	i	21	-2	0.7
23	COc1cccc(NC(=O)CN(C)CC(=O)c2c(N)n(Cc3ccccc3)c(=O)n(C)c2=O)c1	-2	i	15	-2	0.0
20	Cc1[nH]c(=S)c(C#N)c(-c2ccco2)c1C(=O)N(C)C	11	i	8	-1	0.5

No.	MT1-MMP act inh	CendR NRP1 mod	FAS TE block	Rin1 Abl inh
15	-1	-2	-3	-1
23	4	-4	-7	3
20	-3	-22	-11	4

Additional results follow:
No.	Compound	E coli Lon inh	Neddylation inh	SKN-1 block	bovine MsrA act	MsrA inh
25	Cc1ccc(OCCC(=O)OCC(=O)NC(=O)NC2CCCCC2)cc1	-2	i	-9	-9	-0.3
26	O=C(CSc1nnc(CNC(=O)c2ccco2)o1)Nc1cccc(F)c1	-2	i	-14	-2	-0.7
27	CN(C)S(=O)(=O)c1cccc(NC(=O)c2ccc(Sc3nncn3C)c([N+](=O)[O-])c2)c1	-3	i	1	-2	0.6
28	COc1ccc(CCN(C)C2CC(=O)N(c3ccccc3)C2=O)cc1OC (stereo not drawn)	4	i	-4	1	-0.7
29	Cc1cccc(C(=O)NCc2nnc(SCC(=O)N3CCN(c4ccccc4)CC3)n2C)c1	16	i	14	-2	0.5
30	Cc1c(F)cccc1NS(=O)(=O)c1ccc2c(c1)c(C)cc(=O)n2C	4	i	0	-2	-0.3
31	O=C(Nc1cccc(S(=O)(=O)c2cccc(NC(=O)c3ccco3)c2)c1)c1ccco1	-11	i	7	-3	1.7
32	C=CCn1c(SCC(N)=O)nnc1-c1cnccn1	-2	i	-17	-13	-0.7
33	CN(/N=C/c1cc(Cl)ccc1O)C1=NS(=O)(=O)c2ccccc21	9	i	-10	-5	-0.5
34	O=S(=O)(c1ccc(Br)cc1)N1CCCC1c1nc2ccccc2s1 (stereo not drawn)	3	i	-12	1	-0.3
35	O=C(NCCC1=CCCCC1)C1CCN(C(=O)Cc2ccccc2)CC1	-5	i	-6	-9	0.3
36	Cc1cccc(N2CCN(c3nnnn3-c3ccccc3)CC2C)c1 (stereo not drawn)	-6	i	3	-5	0.4

No.	MT1-MMP act inh	CendR NRP1 mod	FAS TE block	Rin1 Abl inh
25	-1	8	4	0
26	0	19*	-7	4
27	3	6	10	-2
28	-1	9	-5	1
29	-4	-1	-5	0
30	-1	1	-41	5
31	0	-3	10	-1
32	7	4	-4	3
33	-1	5	-3	-1
34	-3	9	27	1
35	-5	3	-1	-4
36	-5	23	8	3

Whole records, quoted from the list. Order of screens: E coli Lon inh, Neddylation inh, SKN-1 block, bovine MsrA act, MsrA inh, MT1-MMP act inh, CendR NRP1 mod, FAS TE block, Rin1 Abl inh
Profile of O=C(OCCNC(=O)c1ccc2ccccc2n1)c1cccnc1 : -10, i, -3, -1, 0.6, 10, -12, -6, -1
Profile of CC(NC(=O)c1ccc(OC2CCN(C(=O)c3cccnc3)CC2)cc1)C1CC1 (stereo not drawn) : -11, i, 3, -4, -1.1, 0, 20, -3, 2

Following part:
No.	Compound	E coli Lon inh	Neddylation inh	SKN-1 block	bovine MsrA act	MsrA inh
37	CCOc1ccc(NC(=O)CCCCCN2C(=O)[C@@H]3Cc4ccccc4CN3C2=O)cc1	-2	i	-5	-3	-0.4
38	Cc1cccc(N2CCN(C(=O)c3ccc(Cl)c(S(=O)(=O)NCc4ccco4)c3)CC2)c1C	-1	i	5	-11	-0.6
39	CCC(NC(=O)Nc1nccs1)(C(F)(F)F)C(F)(F)F	-2	i	1	-2	0.9
40	O=[N+]([O-])c1cccc(-c2ccc(CN3CCN(c4ccccc4)CC3)o2)c1	-3	i	-1	-2	-0.3
41	CCOC(=O)N1CCN(Cc2cn[nH]c2-c2ccc(-c3ccccc3)cc2)CC1	1	i	0	-2	-0.3
42	C#CCOCCOCCOCCNc1nc(N2CCN(C(=O)CCCCCCCCCCNC(=O)[C@@H]([C@H](C)O)n3cc(C)nn3)CC2)nc(N2CCN(C(=O)CCCCCCCCCCNC(=O)[C@@H]([C@H](C)O)n3cc(C)nn3)CC2)n1	12	i	-8	-1	-0.8
43	CN(CC(=O)Nc1ccccc1Br)C(=O)c1cccc(S(=O)(=O)NCc2ccccc2)c1	-11	i	11	0	1.3
44	CCNC(=O)NS(=O)(=O)c1cnccc1Nc1cccc(Cl)c1	0	i	0	-1	-0.9
45	Cc1ccc(CN(CC(=O)NC2CCCCC2)C(=O)c2csnn2)cc1	2	i	10	-1	-0.1
46	Cc1ccc(NC(=O)C2(C)CCN2C(=O)Cc2ccc(C(C)(C)C)cc2)cc1C (stereo not drawn)	-14	i	-4	4	0.0
47	COC(=O)c1cnc(N2CCCN(S(=O)(=O)c3ccccc3)CC2)nc1C(F)(F)F	3	i	5	-4	0.4
48	Cc1cc(NC(=O)CCC(=O)N(Cc2ccccc2)C(C(=O)NC2CCCC2)c2ccco2)no1 (stereo not drawn)	7	i	11	-3	-0.2

No.	MT1-MMP act inh	CendR NRP1 mod	FAS TE block	Rin1 Abl inh
37	-1	10	-2	0
38	-6	-3	15	1
39	-1	2	0	3
40	2	-8	36	-2
41	-2	5	2	-3
42	25	7	-13	1
43	4	-5	-2	-2
44	9	-4	-16	-1
45	0	24*	-2	0
46	19	-8	28	1
47	3	-11	30	1
48	-3	5	1	1

MsrA inh, what is marked active above
no. | structure | E coli Lon inh | Neddylation inh | SKN-1 block | bovine MsrA act | MsrA inh | MT1-MMP act inh | CendR NRP1 mod | Rin1 Abl inh
13 | Cn1c(=O)c(=O)n(C)c2cc(N3CCCCC3)c(NS(=O)(=O)c3ccc([N+](=O)[O-])cc3)cc21 | -7 | i | 6 | -2 | 4.8* | 1 | 10 | -2

Further records follow.
No.	Compound	E coli Lon inh	Neddylation inh	SKN-1 block	bovine MsrA act	MsrA inh
49	O=C(C1CC(=O)N(c2ccc3c(c2)OCCO3)C1)N1CCCC(C(F)(F)F)C1 (stereo not drawn)	0	i	-7	-2	0.1
50	CCN1C(=O)/C(=C2\SC(=S)N(NC(=O)c3cccnc3)C2=O)c2ccccc21	-3	i	3	1	0.8
51	Cc1ccc(S(=O)(=O)C2CS(=O)(=O)CC2O)cc1 (stereo not drawn)	-2	i	-5	-10	1.0
52	CC(=O)Nc1ccc(C(=O)COC(=O)CCc2ccccc2)c(F)c1	2	i	-2	-2	1.4
53	Cc1ccsc1C(=O)N1CCC1(C)C(=O)NCc1cccnc1 (stereo not drawn)	3	i	9	-3	-1.6
54	Cc1nn(-c2ccc(F)cc2)c(Cl)c1/C=C/C(=O)OCC(=O)Nc1c(F)c(F)c(F)c(F)c1F	1	i	7	-4	2.7
55	CCc1ccc(N(CC(=O)NCc2ccco2)C(=O)CCC(=O)Nc2nccs2)cc1	-10	i	-3	0	0.2
56	CCOC(=O)c1ccc(NC(=O)C(C)NS(=O)(=O)c2ccc(OC)cc2)cc1 (stereo not drawn)	-7	i	-18	-12	-0.2

No.	MT1-MMP act inh	CendR NRP1 mod	FAS TE block	Rin1 Abl inh
49	3	1	-1	3
50	0	-8	-7	-1
51	2	1	-8	-1
52	1	2	8	0
53	0	5	-7	1
54	1	4	7	1
55	-2	4	-1	3
56	-3	-7	-9	1
